Bioassay records from PubChem.
Chronic BCR inh – qHTS Assay to Find Inhibitors of Chronic Active B-Cell Receptor Signaling | ABC-DLBCL IkBa-CBG/CBR reporter, luminescence ratio, 4 h | Potency, µM (top dose mostly 46.1 µM), without a hit: top-dose ratio change, negative = lower green/red ratio, usual class: inhibitors | actives 0.05% (n = 340,000); active means well fitted inhibition curve with a large enough effect in the signal ratio, with a control signal flat, not every such curve was filed as active; inconclusive means small, poorly fitted or top-dose-only effect, or effect the other way, or a change in a side signal; the % refers to the signal ratio;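 further: potency means the concentration at half of the fitted maximal effect; plate controls were basal doxycycline-induced cells for no effect and cells given 10 µM MG132 for full effect; MG132 reads +100%, hits lower the ratio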
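Concentration-response series (up to 46 uM) were applied to TMD8 dual-reporter cells for 4 h at 37C with doxycycline. Green/red ratio, after filter-overlap correction, defined %Activity; red signal alone was normalised to basal cells and zero luminescence.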
TSHR antagonist – Antagonists of the Thyroid Stimulating Hormone Receptor: HTS campaign; actives 0.2% (n = 330,000); TSHR-expressing cells, TSH-stimulated cAMP HTRF, 2 h; stronger effect = lower value; Thyrotropin receptor (Homo sapiens), P16473; AID 504810, 2011; activity change, negative = inhibition, % at 11.5 µM;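 active means activity change below a set negative limit, meaning inhibition stronger than a set level, cut at about -70% in these data; inconclusive means activity change between two set negative limits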; further: on the % scale 0 is the no-effect control and ±100 the full control effect
Target sequence (P16473 whole entry, looked up): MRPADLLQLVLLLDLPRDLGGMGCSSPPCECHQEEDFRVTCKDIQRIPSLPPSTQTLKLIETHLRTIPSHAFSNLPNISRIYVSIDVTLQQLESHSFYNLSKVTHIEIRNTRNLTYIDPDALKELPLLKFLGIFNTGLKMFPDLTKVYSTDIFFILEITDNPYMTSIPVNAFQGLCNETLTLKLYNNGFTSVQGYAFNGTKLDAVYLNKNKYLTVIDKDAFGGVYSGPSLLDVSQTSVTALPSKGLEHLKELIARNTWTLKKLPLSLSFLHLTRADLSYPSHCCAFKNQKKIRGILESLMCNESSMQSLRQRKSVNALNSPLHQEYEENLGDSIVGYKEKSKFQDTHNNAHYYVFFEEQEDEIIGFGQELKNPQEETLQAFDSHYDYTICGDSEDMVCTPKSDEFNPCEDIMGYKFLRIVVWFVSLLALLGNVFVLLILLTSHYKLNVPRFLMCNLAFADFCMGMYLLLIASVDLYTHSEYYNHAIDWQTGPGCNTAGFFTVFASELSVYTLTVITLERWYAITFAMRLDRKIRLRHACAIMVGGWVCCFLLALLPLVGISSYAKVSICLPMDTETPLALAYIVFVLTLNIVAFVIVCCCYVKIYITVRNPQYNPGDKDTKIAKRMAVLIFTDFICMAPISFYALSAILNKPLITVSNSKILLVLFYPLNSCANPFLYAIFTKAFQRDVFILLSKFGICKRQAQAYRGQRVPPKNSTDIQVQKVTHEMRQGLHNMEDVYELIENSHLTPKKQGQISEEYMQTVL
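TSHR-expressing cells, 200/well, pre-treated with compound, then stimulated with EC80 TSH (4nM final) for 2 hours at 37 deg C. cAMP measured by competitive HTRF: anti-cAMP cryptate antibody in lysis buffer plus cAMP-d2, read after 30 minutes at room temperature.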
Tb PFK block – qHTS Assay to Find Inhibitors of T. brucei phosphofructokinase; Potency, µM (doses to about 57.5 µM), for the others: top-dose activity, negative = inhibition, most hits filed as inhibitors; T. brucei PFK, ADP-Glo luminescence; actives 0.17% (n = 330,000); ATP-dependent 6-phosphofructokinase (Trypanosoma brucei brucei), O15648;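 further: potency means the concentration at half of the fitted maximal effect; 0% = uninhibited 1x PFK enzyme wells and -100% = no-enzyme wells; nearly all actives have a fitted effect of over 60% in size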
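PFK 1.25 nM, F6P 0.5 mM, ATP 0.1 mM, 0.1 M TEA pH 8.0, 5 mM MgCl2, 0.01% Tween20, 0.1% BSA; 45 min RT. ADP-Glo readout. qHTS titration up to 57 uM; curves fitted, compounds curve-classed.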
ELG1 repair inh – qHTS screen for small molecules that inhibit ELG1-dependent DNA repair in human embryonic kidney (HEK293T) cells expressing luciferase-tagged ELG1; actives 2.3% (n = 330,000); AID 504467, 2011; Potency, µM (series often up to 46.1 µM), without a hit: at the top dose activity change, negative = inhibition, actives largely listed as inhibitors; HEK293T ELG1-luciferase reporter, luminescence, 16 h; DNA damage induced by 5-fluorouridine; further: potency means the concentration at half of the fitted maximal effect; on the % scale 0 is the no-effect control and ±100 the full control effect; nearly all actives have a fitted effect of over 55% in size
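Cells (2,000 per well) received 5-fluorouridine plus test compound or DMSO and were incubated 16 hr at 37 °C, 5% CO2. Luciferase activity was read by luminescence 30 min after ONE-Glo addition; signal suppression marked inhibition of damage-induced ELG1 function.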
PTAP TSG101 blk – qHTS Assay for Iinhibitors of HIV-1 Budding by Blocking the Interaction of PTAP/TSG101. 340,000 tested, under 10 active. Potency, µM (series often up to 115 µM), for the others: at the top dose activity change, negative = inhibition, usual class: inhibitors. Fluorescence polarization, FITC-PTAP peptide / Tsg101 binding. AID 493005, 2010. Tumor susceptibility gene 101 protein (Homo sapiens), Q99816; active means well fitted inhibition curve with a large enough effect in the main read-out, with a control signal flat, not every such curve was filed as active; inconclusive means small, poorly fitted or top-dose-only effect, or effect the other way, or a change in a side signal; inactive means no such curve, though single readings can be large or run the other way; further: potency means the concentration at half of the fitted maximal effect; % of control where 0% means no effect
Target sequence (Q99816 whole entry, looked up): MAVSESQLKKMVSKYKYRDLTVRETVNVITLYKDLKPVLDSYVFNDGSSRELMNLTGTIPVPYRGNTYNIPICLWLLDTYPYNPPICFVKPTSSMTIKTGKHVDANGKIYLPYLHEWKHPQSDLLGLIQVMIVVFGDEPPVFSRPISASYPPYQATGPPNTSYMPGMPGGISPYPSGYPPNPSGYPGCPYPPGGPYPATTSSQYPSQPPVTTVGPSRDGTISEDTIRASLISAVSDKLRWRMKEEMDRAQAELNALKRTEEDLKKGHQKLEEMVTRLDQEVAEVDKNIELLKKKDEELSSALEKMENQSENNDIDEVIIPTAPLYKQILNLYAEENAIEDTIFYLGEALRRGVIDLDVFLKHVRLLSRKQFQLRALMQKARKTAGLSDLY
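Steps: Tsg101 binding domain dispensed (10 uM final), compounds pinned in DMSO, FITC-labeled PTAP-motif peptide added (50 nM final); after 20 min binding at room temperature, polarization measured.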
USP2a inh – qHTS Assay for Inhibitors of Ubiquitin-specific Protease USP2a Using CHOP2 as the Reporter. Ubiquitin carboxyl-terminal hydrolase 2 (Homo sapiens), O75604. USP2 core, Ub-CHOP2 coupled fluorogenic reporter, 485/531. AID 463254, 2010. actives 0.01% (n = 330,000). Potency, µM (highest dose often 38.3 µM), for inactives: top-dose activity change, negative = inhibition, actives largely listed as inhibitors;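 further: potency means the concentration at half of the fitted maximal effect; plate controls were DMSO wells for no effect and full inhibition by NEM control for full effect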
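Deubiquitinase activity read as fluorescence (485/531 nm) after Ub-CHOP2 cleavage activates the enterokinase reporter on its substrate; USP2 core 10nM, Ub-CHOP2 and substrate 25nM each, 30min compound preincubation then 60min RT; data normalized to NEM, curves fitted.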
uPA generation – qHTS for Inhibitors of Cell Surface uPA Generation; Potency, µM (doses to about 38.3 µM), inactives show at the highest dose activity change, negative = inhibition, hits mostly inhibitors; cell surface uPA generation assay, qHTS; actives 0.31% (n = 330,000); active means well fitted inhibition curve with a large enough effect; inconclusive means small, poorly fitted or top-dose-only effect; inactive means no such curve, though single readings can be large or run the other way; tested in mouse RAW 264.7 cells; further: potency means the concentration at half of the fitted maximal effect; on the % scale 0 is the no-effect control and ±100 the full control effect; nearly all actives have a fitted effect of over 55% in size
Eya2 inh – qHTS Assay for Inhibitors of the Phosphatase Activity of Eya2 | Protein phosphatase EYA2 (Homo sapiens), O00167 | AID 488837, 2010 | actives 0.006% (n = 330,000) | recombinant Eya2, OMFP fluorescence dephosphorylation (OMFP is methylfluorescein phosphate) | Potency, µM (top dose mostly 76.9 µM), for the others: top-dose activity, negative = inhibition, hits mostly inhibitors; further: potency means the concentration at half of the fitted maximal effect; on the % scale 0 is the no-effect control and ±100 the full control effect
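Eya2 (0.2 uM) preincubated 10 min at ambient with compound, then OMFP substrate added at 50 uM; 10 min reaction in 50 mM HEPES pH 7.5, 50 mM NaCl, 5 uM MgCl2, 0.05% BSA, 1 mM DTT. Fluorescence read at Ex 485/Em 525 nm.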
TCR act – Activators of T cell receptors: qHTS campaign. 330,000 tested, under 10 active. Potency, µM (series often up to 9.22 µM), inactives show at the highest dose activation of IL-2 secretion, most hits filed as activators. primary human leukocytes, anti-CD3, IL-2 HTRF, 48 h; further: % of control where 0% means no effect
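Primary human leukocytes were stimulated with a-CD3 beads plus compounds for 48 hr without co-stimulation; secreted IL-2 was quantified by HTRF using a-IL-2-K (europium cryptate) and a-IL-2-d2, excited at 320nm with acceptor emission read at 665nm.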
Mito fusion act – qHTS Assay for Small Molecule Inhibitors of Mitochondrial Division or Activators of Mitochondrial Fusion; AID 485298, 2010; Potency, µM (doses to about 46.1 µM), for inactives: at the top dose growth rescue (activation), usual class: activators; actives 0.23% (n = 320,000); S. cerevisiae fusion-defective mutant growth rescue, CellTiterGlo 48 h;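 further: potency means the concentration at half of the fitted maximal effect; % of control where 0% means no effect; nearly all actives have a fitted effect of over 45% in size; temperature-sensitive fusion mutants such as fzo1-1 at 37 °C on non-fermentable ethanol glycerol medium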
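Yeast fusion mutant, YPEG (non-fermentable carbon), compound, 48 h at 37C non-permissive; CellTiterGlo added, 10 min RT, luminescence read. Rescued growth = division inhibition.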
B2AR arrestin – qHTS assay of beta-arrestin-biased ligands of beta2-adrenergic receptor; Potency, µM (doses to about 46.1 µM), inactives show at the highest dose activation, usual class: activators; Beta-2 adrenergic receptor (Homo sapiens), P07550; beta-arrestin recruitment to beta2AR, cell-based reporter; actives 0.02% (n = 330,000);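 further: potency means the concentration at half of the fitted maximal effect; 0% = DMSO controls and full agonism = EC100 isoproterenol or metaproterenol; nearly all actives have a fitted effect of over 65% in size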
Starred values were filed as active, the others as inactive; ? = inconclusive; nt = no result given; [ ] = remark or other dose. Unless noted, the call rests on the fitted dose curve; in most records, active means well fitted curve in the direction sought with a large enough effect; inconclusive means small, poorly fitted or top-dose-only effect, or another doubt; inactive means no such curve, though single readings can be large; an effect the other way counts as inactive or inconclusive.

smiles,Chronic BCR inh,TSHR antagonist,Tb PFK block,ELG1 repair inh,PTAP TSG101 blk,USP2a inh,uPA generation,Eya2 inh,TCR act,Mito fusion act,B2AR arrestin
CC1CCN(c2ccc3c(c2)S(=O)(=O)c2cccc(C(=O)NC4CCCCC4)c2C3=O)CC1,?,8,-1%,-16%,0%,1%,-7%,5%,4%,23%,-0.8%
Cc1cc(C)n(-c2cc(N3CCN(S(=O)(=O)c4ccc(Cl)cc4)CC3)ccc2[N+](=O)[O-])n1,8%,5,-6%,?,-3%,2%,-4%,-1%,2%[46.1 µM],8%,-0.6%
CC(=O)N1CCc2cc(S(=O)(=O)NCCC(=O)NCCc3ccc(Cl)cc3)ccc21,-7%,-11,-9%,?,-2%,4%,-15%,1%,1%,-2%,0.2%
O=C(Nc1ccc(Cl)c(S(=O)(=O)N2CCOCC2)c1)[C@@H]1CCCN1C(=O)c1cccs1,2%,15,1%,9%,-6%,0%,-10%,10%,2%,-4%,0.0%
CC(=O)NS(=O)(=O)c1ccc(NC(=O)CSc2ccccc2)cc1,?,9,-16%,9%,-2%,2%,5%,3%,-1%,1%,-0.3%
COC(=O)CCNS(=O)(=O)c1ccc2ccccc2c1,?,15,-6%,-12%,-6%,2%,0%,-2%,0%[46.1 µM],-2%,0.2%
COc1ccc(OCC(=O)Nc2ccc(N3CCN(C(=O)c4ccccc4C)CC3)cc2)cc1,-1%,6,28%,-21%,0%,1%,-12%,-12%,-5%,8%,0.0%
O=C(O)Cc1c(-c2ccccc2Cl)c2cc(Br)ccc2[nH]c1=O,-2%,-6,-3%,-4%,-1%,2%,-3%,10%,-8%,-2%,-0.2%
O=C(O)/C=C/c1cccc(NC(=O)Nc2ccc([N+](=O)[O-])cc2)c1,11%,-8,?,14%,-3%,3%,-21%,-4%,2%,-17%,-0.9%
CC(C)OCCCNCc1cccs1,3%,3,-1%,-2%,-4%,2%,-4%,16%,0%,0%,-1.2%
CCOP(=O)(c1ccccc1)C1(O)CCCCC1 (stereo unspecified),17%,-5,-2%,?,-8%,1%,1%,3%,1%,2%,-0.1%
CN1C(=O)[C@@H]2[C@@H]3C[C@@H]([C@H]4ON=C(c5ccc(Cl)cc5)[C@@H]34)[C@@H]2C1=O,2%,-3,0%,-6%,-1%,7%,0%,10%,-2%[46.1 µM],-1%,-0.1%

Going on with the list.
smiles,Chronic BCR inh,TSHR antagonist,Tb PFK block,ELG1 repair inh,PTAP TSG101 blk,USP2a inh,uPA generation,Eya2 inh,TCR act,Mito fusion act,B2AR arrestin
COCCOc1ccc(C(F)(F)F)cc1Nc1nc2ccccc2o1,?,26,9%,?,-7%,1%,-1%,-19%,6%,-3%,-0.1%
NS(=O)(=O)c1cc(Cl)c(Cl)c(S(N)(=O)=O)c1,-1%,2,-1%,17%,-1%,1%,0%,14%,-5%,6%,-0.3%
COC(=O)CCC/C=C1/SCC(NC(=O)c2ccccc2)C1NC(C)=O (stereo unspecified),3%,14,0%,1%,-1%,2%,7%,-16%,-5%,-3%,0.2%
O=C(COc1ccc(C(=O)c2ccccc2)cc1)NC1CCCCCC1,-5%,-21,-4%,?,-2%,-1%,-4%,-6%,1%[46.1 µM],10%,-0.3%
CCOc1cc(NC(=S)NCc2ccco2)c(OCC)cc1NC(=O)c1ccco1,?,-32,-1%,-18%,-1%,4%,-1%,1%,7%,2%,-0.6%
CC(=O)N1CC(C)Sc2ccc(S(=O)(=O)NCc3ccc(Cl)cc3)cc21 (stereo unspecified),?,-10,2%,-12%,-3%,0%,-23%,-5%,0%,14%,0.2%
CCOC(=O)c1c(C)[nH]c(C(=O)COC(=O)CNC(=O)c2ccc(Cl)cc2Cl)c1C,2%,5,-7%,16%,0%,1%,1%,-2%,5%[46.1 µM],-2%,-0.8%
NC(=O)CCc1nc2cc(C(F)(F)F)ccc2n(Cc2ccccc2)c1=O,-16%,-4,0%,4%,1%,-2%,-4%,-10%,-2%,-4%,-0.4%
CCCCN(CC)CCNC(=O)c1cc2c(=O)[nH]c3ccc(C)cc3c2s1,0%,-4,5%,-4%,-3%,0%,-2%,-3%,-1%,-3%,-0.4%
CCOC(=O)c1[nH]ncc1CN1CCCC(C(=O)c2ccc(C(C)(C)C)cc2)C1 (stereo unspecified),-1%,8,6%,-15%,0%,0%,-2%,0%,0%,-2%,0.1%
CC(=O)c1cccc(NC(=O)/C(=C\c2ccco2)NC(=O)c2cccs2)c1,1%,6,1%,-3%,-2%,3%,4%,0%,0%,1%,-0.3%
COc1ccc(CNC(=O)C(c2ccncc2)N(C(=O)Cc2cccs2)c2cccnc2)cc1 (stereo unspecified),3%,-5,0%,-10%,-7%,8%,4%,19%,-6%,-8%,0.0%

Next section.
smiles,Chronic BCR inh,TSHR antagonist,Tb PFK block,ELG1 repair inh,PTAP TSG101 blk,USP2a inh,uPA generation,Eya2 inh,TCR act,Mito fusion act,B2AR arrestin
O=C(CCc1ccccc1)Nc1ccccc1C(=O)N1CCOCC1,-1%,-9,2%,?,-3%,1%,2%,-2%,-10%,-1%,-1.4%
CC1Cc2cc(/C(O)=C3/C(=O)C(=O)N(CCCn4ccnc4)C3c3cccnc3)ccc2O1 (stereo unspecified),-1%,0,-10%,4%,-2%,-1%,3%,-4%,-27%,4%,0.1%
O=C(COC(=O)c1ccc(Br)o1)NCc1ccccc1Cl,4%,4,-6%,8%,-1%,-2%,4%,-14%,0%,nt,-1.8%
CC(=O)Nc1cccc(CP(=O)(c2ccccc2)c2ccccc2)c1,0%,3,1%,?,-2%,2%,1%,-5%,-3%,-11%,0.1%
COc1ccc(S(=O)(=O)N2CCC(C(=O)NC3CCCCC3C)CC2)cc1 (stereo unspecified),9%,5,2%,-1%,-2%,-1%,6%,0%,-3%,10%,0.4%
COCCCn1c(SCC(=O)n2c(C)c(C)c3ccccc32)nnc1-c1ccoc1C,2%,0,3%,?,-8%,1%,-2%,16%,3%,-3%,0.0%
CCOC(=O)C1CCN(CCC(=O)Nc2ccc(C)c(C)c2)CC1,-3%,-4,-1%,-10%,-5%,0%,?,-4%,14%,2%,0.0%
COc1ccc(S(=O)(=O)N(C)C)cc1NC(=O)c1ccc(OCC(=O)N2CCOCC2)c(OC)c1,-1%,6,8%,?,-1%,0%,-13%,7%,5%,-5%,0.3%
COc1ccc(NC(=O)c2c(NC(=O)CNCc3ccco3)sc3c2CCC3)cc1,1%,nt,-3%,?,2%,-6%,-4%,-2%,3%,-3%,-0.9%
Cc1[nH]n(-c2ccccc2)c(=O)c1N=O,?,-6,-4%,0%,3%,1%,0%,-12%,-12%,9%,0.1%
Cc1ccc(NC(=O)CN2C(=O)S/C(=C\c3cccn3C)C2=O)cc1,-3%,21,-2%,7%,-1%,2%,0%,9%,nt,1%,-0.6%
COc1ccc(Cl)cc1C(=O)NNC(=O)C1CCCO1 (stereo unspecified),0%,0,7%,2%,-1%,-2%,-2%,-22%,4%,-2%,-0.2%
COCc1nnc(SCC(=O)Nc2cccc(Cl)c2C)n1-c1ccccc1,2%,-7,-6%,-7%,-5%,0%,4%,-4%,-3%,-1%,0.1%
O=C(CCC1COc2ccccc2O1)Nc1cccnc1 (stereo unspecified),?,-5,-4%,0%,-6%,2%,nt,-23%,5%,-12%,-0.4%
CC(C)C1CC(CCN2CCCCC2)(c2ccccc2)CCO1 (stereo unspecified),4%,1,0%,9%,-3%,-1%,-20%,-15%,0%,?,-0.6%
